# Screening results deposited in PubChem BioAssay by National Center for Advancing Translational Sciences (NCATS).
# HT1080-NT tox: qHTS for induction of synthetic lethality in tumor cells producing 2HG: qHTS for the HT-1080-NT fibrosarcoma cell line; HT-1080-NT fibrosarcoma viability, CellTiter-Glo ATP luminescence, 48 h; Potency, µM (titrated, usually from 46.1 µM), for inactives: at the top dose activity, negative = less viability, usual class: cytotoxic; 360,000 tested, 1.6% active; AID 686970, 2013;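 further: NT is the 2HG producing partner of a matched IDH1 knockdown line; potency means the concentration at half of the fitted maximal effect; 0% = DMSO-treated cells and -100% = media-only wells without cells; nearly all actives have a fitted effect of over 55% in size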
#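 Viability of the 2HG-overproducing fibrosarcoma line after 48 hours of compound exposure at 37 degrees C was determined by luminescence with CellTiter-Glo, and concentration-effect curves were then fitted and categorized.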
# KB-3-1 tox: qHTS assay for MDR1-selective chemotherapeutics: Primary screen using the parental adenocarcinoma cell KB-3-1. Potency, µM (top dose mostly 46.1 µM), for inactives: at the highest dose activity change, negative = cytotoxic, actives largely listed as cytotoxic. KB-3-1 viability, CellTiter-Glo ATP luminescence, 72 h. 400,000 tested, 1.4% active; further: potency means the concentration at half of the fitted maximal effect; on the % scale 0 is the no-effect control and ±100 the full control effect; nearly all actives have a fitted effect of over 60% in size
#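 KB-3-1 cells, DMEM (no phenol red) + 10% FBS; compound by pin transfer, 72 h, 37 °C. Readout: CellTiter-Glo luminescence after 10 min. Data normalized, curve-fitted.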
# KB-V1 cytotox: qHTS assay for MDR1-selective chemotherapeutics: Primary screen using the drug-selected MDR subline cells KB-V1 | KB-V1 MDR cells viability, CellTiter-Glo, 72 h | 400,000 tested, 3.4% active | AID 1347076, 2019 | Potency, µM (series often up to 46.1 µM), for the others: at the highest dose activity change, negative = cytotoxicity, actives largely listed as cytotoxic; further: potency means the concentration at half of the fitted maximal effect; on the % scale 0 is the no-effect control and ±100 the full control effect; nearly all actives have a fitted effect of over 60% in size
#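 Potencies derive from concentration-effect curves fitted to normalized luminescence (CellTiter-Glo) of KB-V1 cells treated for 72 h at 37 degrees C in phenol-red-free DMEM containing 10% FBS.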
# WRN helicase inh: qHTS for Inhibitors of WRN Helicase. WRN helicase unwinding, fluorescent forked duplex, kinetic. Potency, µM (highest dose often 114 µM), for the others: at the top dose activity change, negative = inhibition, most hits filed as inhibitors. 360,000 tested, 0.46% active; further: potency means the concentration at half of the fitted maximal effect; on the % scale 0 is the no-effect control and ±100 the full control effect; nearly all actives have a fitted effect of over 55% in size
# Target sequence (Q14191 whole entry, looked up): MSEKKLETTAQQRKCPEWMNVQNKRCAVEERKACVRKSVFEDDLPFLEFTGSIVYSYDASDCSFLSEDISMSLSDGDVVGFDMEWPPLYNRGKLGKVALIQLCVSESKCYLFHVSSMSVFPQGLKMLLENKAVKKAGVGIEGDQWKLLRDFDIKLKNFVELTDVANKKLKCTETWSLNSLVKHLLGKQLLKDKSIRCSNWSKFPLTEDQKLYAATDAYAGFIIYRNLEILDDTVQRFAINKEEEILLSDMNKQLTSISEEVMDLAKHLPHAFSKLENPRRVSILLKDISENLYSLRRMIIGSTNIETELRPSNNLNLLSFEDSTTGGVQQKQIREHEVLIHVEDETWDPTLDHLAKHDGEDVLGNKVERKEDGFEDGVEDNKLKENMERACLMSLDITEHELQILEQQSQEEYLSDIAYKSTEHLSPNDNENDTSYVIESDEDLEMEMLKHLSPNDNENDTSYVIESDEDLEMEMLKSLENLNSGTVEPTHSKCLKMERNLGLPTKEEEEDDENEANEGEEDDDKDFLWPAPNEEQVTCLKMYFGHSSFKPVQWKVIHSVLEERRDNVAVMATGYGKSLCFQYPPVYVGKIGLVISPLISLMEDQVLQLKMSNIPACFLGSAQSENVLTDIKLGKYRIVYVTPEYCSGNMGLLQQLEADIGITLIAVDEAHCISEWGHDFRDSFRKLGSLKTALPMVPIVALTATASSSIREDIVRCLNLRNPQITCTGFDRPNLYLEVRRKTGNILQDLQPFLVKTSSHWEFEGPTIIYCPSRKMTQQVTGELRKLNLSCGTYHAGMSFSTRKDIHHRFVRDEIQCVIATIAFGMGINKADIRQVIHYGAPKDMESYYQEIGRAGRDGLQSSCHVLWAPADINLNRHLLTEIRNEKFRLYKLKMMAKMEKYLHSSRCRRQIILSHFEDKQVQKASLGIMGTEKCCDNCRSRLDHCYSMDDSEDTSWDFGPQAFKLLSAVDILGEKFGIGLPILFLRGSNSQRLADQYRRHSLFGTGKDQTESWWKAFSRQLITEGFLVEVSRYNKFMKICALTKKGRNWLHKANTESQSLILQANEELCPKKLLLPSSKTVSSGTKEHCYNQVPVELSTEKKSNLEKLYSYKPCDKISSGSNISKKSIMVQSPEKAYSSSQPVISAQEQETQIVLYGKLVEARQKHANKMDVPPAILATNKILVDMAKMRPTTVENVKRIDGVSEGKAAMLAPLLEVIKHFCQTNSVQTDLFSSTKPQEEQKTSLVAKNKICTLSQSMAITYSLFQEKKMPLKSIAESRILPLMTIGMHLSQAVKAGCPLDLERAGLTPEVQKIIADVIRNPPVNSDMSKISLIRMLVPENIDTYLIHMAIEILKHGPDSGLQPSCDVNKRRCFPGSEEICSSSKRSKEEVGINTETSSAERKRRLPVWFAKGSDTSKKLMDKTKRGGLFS
#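 Screening of the MLSMR collection measured strand separation of a quenched forked DNA duplex (100 nM) by 20 nM WRN with 2 mM ATP, all final. Compounds were preincubated with enzyme 15 min at room temperature.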
# MCF10A rereplic: A quantitative high throughput screen for small molecules that induce DNA re-replication in MCF 10a normal breast cells | MCF 10A DNA re-replication, Hoechst nuclear intensity, 48 h | 350,000 tested, 2.9% active | Potency, µM (top dose mostly 46.1 µM), for inactives: at the highest dose activity, positive = re-replication, actives largely listed as activators; further: potency means the concentration at half of the fitted maximal effect; % of control where 0% means no effect; nearly all actives have a fitted effect of over 50% in size
# SW480 rerep: A quantitative high throughput screen for small molecules that induce DNA re-replication in SW480 colon adenocarcinoma cells; Potency, µM (series often up to 46.1 µM), for the others: at the highest dose re-replication activation, usual class: activators; SW480 DNA re-replication, Hoechst DNA content imaging, 48 h; 340,000 tested, 1.8% active; further: potency means the concentration at half of the fitted maximal effect; % of control where 0% means no effect; nearly all actives have a fitted effect of over 55% in size
#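 250 cells/well; 23 nL cpd via pin tool; 48 hr, 37 C, 5% CO2; Hoechst 40 min; imager read of total nuclear intensity, ex 405/em 500-530 nm.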
# IL-1B inflam inh: qHTS for Inhibitors of Inflammasome Signaling: IL-1-beta AlphaLISA Primary Screen; activity change, % at 57.5 µM; 360,000 tested, 4.7% active; THP-1 LPS/ATP IL-1B secretion, AlphaLISA, 16 h; active compounds read low; in the data active means activity change below about -50%; inconclusive means mostly about -30% to -49%; further: on the % scale 0 is the no-effect control and ±100 the full control effect
#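 Secreted IL-1B measured by AlphaLISA bead assay after 16 h compound exposure of THP-1 cells; compounds (final up to 57.5 uM) added 1 h before LPS (250 ng/mL) and ATP (1.25 mM) stimulation; lower signal means less secretion.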
# HT1080 IDH1KD tx: qHTS for induction of synthetic lethality in tumor cells producing 2HG: qHTS for the HT-1080-IDH1KD cell line; HT-1080 IDH1 knockdown viability, ATP luminescence, 48 h; Potency, µM (series often up to 46.1 µM), for inactives: at the highest dose activity, negative = toxicity, hits mostly cytotoxic; 360,000 tested, 2% active;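 further: potency means the concentration at half of the fitted maximal effect; 0% = DMSO wells and -100% = cell-free medium wells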
#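 CellTiter-Glo luminescence after 48 h compound exposure at 37 degrees C of IDH1-knockdown HT-1080 cells in 5% FBS RPMI. %Activity scaled between DMSO wells and cell-free media wells, with curves fitted and assigned curve classes.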
# ATXN2 expr inh: Primary qHTS for Inhibitors of ATXN expression; HEK-293 ATXN2-luciferase reporter, luminescence, 24 h; Potency, µM (series often up to 57 µM), inactives show top-dose activity change, negative = inhibition, usual class: inhibitors; 360,000 tested, 0.72% active; AID 1745845, 2022; further: potency means the concentration at half of the fitted maximal effect; on the % scale 0 is the no-effect control and ±100 the full control effect; nearly all actives have a fitted effect of over 55% in size
#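 qHTS (up to 57 uM final) was run with 24 h compound exposure of reporter cells at 37 °C. Each well was multiplexed: SteadyGlo luminescence measured ATXN2-luciferase expression after a fluorogenic Gly-Phe-AFC viability readout (25 uM final).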
# An asterisk follows results filed as active; ? = inconclusive; . = no result given; [ ] = another dose, or the depositor's remark. Unless noted, the call rests on the fitted dose curve; in most records, active means well fitted curve in the direction sought with a large enough effect; inconclusive means small, poorly fitted or top-dose-only effect, or another doubt; inactive means no such curve, though single readings can be large; an effect the other way counts as inactive or inconclusive. Rows were taken by chance. About 12% of those tested had a hit in this group.
SMILES,HT1080-NT tox,KB-3-1 tox,KB-V1 cytotox,WRN helicase inh,MCF10A rereplic,SW480 rerep,IL-1B inflam inh,HT1080 IDH1KD tx,ATXN2 expr inh
COc1ccc(C(=O)NC(C)c2ccncc2)cc1S(=O)(=O)N(C)Cc1ccccc1 (stereo not drawn),-2%,?,14%,4%,-8%,?,-4,3%,-2%
COc1cc(/C=N/NC(=O)CN(CCc2ccccc2)S(=O)(=O)c2ccc(NC(C)=O)cc2)cc(OC)c1OC,-13%,-1%,-11%,-18%,3%,-5%,-6,-3%,1%
O=[N+]([O-])c1cccnc1Oc1ccc(OCc2ccccc2)cc1,6%,?,-8%,1%[57.1 µM],21%,-6%,?,-5%,27%
N#Cc1cccc(C#N)c1Oc1ccc(S(=O)(=O)Nc2ccccc2)cc1,-12%,-17%,?,2%,?,0%,.,-17%,-4%
O=C(c1ccc(-c2ccc(Cl)cc2)o1)N1CCN(c2ccc([N+](=O)[O-])cc2Cl)CC1,?,3%,-8%,-8%,-12%,8%,0,?,?
CCOC(=O)Cn1c(C(C)=O)nc2ccccc21,0%,2%,?,-5%,0%,0%,11,5%,7%
CCN(CCCNC(=O)c1c(C)cc(=O)oc1C)c1cccc(C)c1,-1%,-24%,?,-1%,-1%,-8%,-14,5%,-8%
CCOc1ccccc1CNC(=O)CCc1cn(C)c2ccccc12,-1%,?,-24%,-2%,5%,-1%,?,-17%,-15%
Cc1ccc(NC(=S)N(CCN(C)C)Cc2cccs2)cc1C,-7%,-6%,?,3%,8%,-2%,-17,-8%,3%
O=C(Nc1ccc(Oc2ccccc2)cc1)c1csc([C@@H]2O[C@H](CO)[C@H](O)[C@H](O)[C@H]2O)n1,-6%,0%,4%,0%,.,.,91,-6%,3%
O=C(CCN1C(=O)C2CCCCC2C1=O)Nc1cc([N+](=O)[O-])ccc1Cl (stereo not drawn),3%,-4%,-11%,15%,-10%,0%,0,2%,-6%
CN1OC[C@@H]2CN(S(=O)(=O)c3cccc4ccccc34)[C@H](c3ccc(N4CCCCC4)cc3)C[C@@H]21,-20%,-5%,?,-8%,.,.,-7,-12%,-16%
CC(Oc1ccc2c(-c3ccccc3)cc(=O)oc2c1)C(=O)NCC(O)c1ccccc1 (stereo not drawn),0%,0%,-25%,-1%,-4%,?,0,0%,-17%
CC(C)C(NC(=O)c1ccccc1F)C(=O)NCc1ccccc1 (stereo not drawn),11%,-1%,?,3%,0%,-2%,24,13%,-21%
Cc1sc2nc(SCCO)n(-c3ccccc3)c(=O)c2c1C,2%,0%,15%,7%,10%,-5%,-7,-8%,.

# The final two compounds of the part before open the next one.
SMILES,HT1080-NT tox,KB-3-1 tox,KB-V1 cytotox,WRN helicase inh,MCF10A rereplic,SW480 rerep,IL-1B inflam inh,HT1080 IDH1KD tx,ATXN2 expr inh
CC(C)C(NC(=O)c1ccccc1F)C(=O)NCc1ccccc1 (stereo not drawn),11%,-1%,?,3%,0%,-2%,24,13%,-21%
Cc1sc2nc(SCCO)n(-c3ccccc3)c(=O)c2c1C,2%,0%,15%,7%,10%,-5%,-7,-8%,.
COc1ccc(CC(=O)Oc2cc(C)ccc2C)cc1,0%,-1%,20%,8%,2%,8%,0,-2%,10%
COc1ccccc1NC(=O)CN(C)S(=O)(=O)c1cccc2cccnc12,3%,2%,-5%,-3%,0%,-5%,-19,0%,.
CCCCCCNC(=O)c1cc(S(=O)(=O)N2CCc3ccccc32)ccc1F,1%,-23%,-16%,7%,3%,-8%,23,-2%,-5%
Cc1ccc(NC(=O)CSc2nnc(-c3cc(C)[nH]n3)n2N)c(C)c1,10%,2%,24%,-1%,-7%,0%,-12,10%,2%
O=C(NN1CCOCC1)c1ccc(Br)s1,11%,3%,13%,0%,-1%,-3%,-3,1%,?
Cn1c(=O)[nH]c(=O)c2[nH]c(N(Cc3ccccc3)Cc3ccccc3)nc21,?,-1%,-17%,-25%,?,?,-14,?,?
COc1ccc(CNC(=O)C2CCN(S(=O)(=O)c3ccc4c(c3)C(C)(C)C(=O)N4C)CC2)cc1,1%,8%,-11%,1%,10%,-8%,4,-1%,-10%
C[C@H](CO)N1C[C@H](C)[C@@H](CN(C)Cc2ccc3c(c2)OCO3)Oc2ccc(NS(C)(=O)=O)cc2C1=O,4%,7%,-7%,-1%,-16%,-6%[9.22 µM],-8,4%,2%
NC(=O)NC(=O)COC(=O)c1ccc(OC(F)(F)F)cc1,4%,-10%,9%,-3%,-2%,-4%,0,0%,-3%
CCCCn1c(N)c(N(CCOC)C(=O)c2cccc(S(=O)(=O)N3CCCCC3)c2)c(=O)[nH]c1=O,4%,16%,0%,-3%,0%,-46%[inhibitor],38,2%,3%
O=C(Nc1ccc(Cc2ccncc2)cc1)c1cccs1,-1%,-13%,-20%,2%,14%,2%,-75*,-12%,10%
COCCNC(=O)CN1N=C(c2ccc(OC)cc2)CCC1=O,-1%,-1%,1%,-2%,2%,-5%,-9,13%,-12%
COc1ccc(C(=O)N/N=C\c2coc3ccccc3c2=O)cc1,-2%,-7%,0%,1%,0%,4%,-9,-4%,.
CCCC(=O)c1ccc(N2CCN(C(=O)c3ccc(Br)cc3)CC2)c(F)c1,-3%,0%,17%,2%,7%,0%,-2,-3%,-20%
CCOc1ccccc1NC(=O)COc1cccc(-n2cnnn2)c1,12%,11%,?,-1%,-1%,1%,-1,8%,-8%

# Part of the list above with just WRN helicase inh:
mol,WRN helicase inh
NC(=O)NC(=O)COC(=O)c1ccc(OC(F)(F)F)cc1,-3%
CCCCn1c(N)c(N(CCOC)C(=O)c2cccc(S(=O)(=O)N3CCCCC3)c2)c(=O)[nH]c1=O,-3%
O=C(Nc1ccc(Cc2ccncc2)cc1)c1cccs1,2%
COCCNC(=O)CN1N=C(c2ccc(OC)cc2)CCC1=O,-2%
COc1ccc(C(=O)N/N=C\c2coc3ccccc3c2=O)cc1,1%
CCCC(=O)c1ccc(N2CCN(C(=O)c3ccc(Br)cc3)CC2)c(F)c1,2%
CCOc1ccccc1NC(=O)COc1cccc(-n2cnnn2)c1,-1%

# Additional results follow.
SMILES,HT1080-NT tox,KB-3-1 tox,KB-V1 cytotox,WRN helicase inh,MCF10A rereplic,SW480 rerep,IL-1B inflam inh,HT1080 IDH1KD tx,ATXN2 expr inh
COCCNC(=S)Nc1ccccc1[N+](=O)[O-],1%,-1%,0%,6%,-1%,-7%,14,-6%,-2%
O=C1CCCN1CCCn1cnc2c([nH]c3ccc(F)cc32)c1=O,-4%,23%,23%,4%,-4%,2%,33,-6%,8%
C/C(=N\NC(=O)Nc1ccccc1)c1ccccc1,?,-6%,?,12%,-2%,-4%,-11,25%,-7%
O=C(CCS(=O)(=O)c1ccc(Cl)cc1)NCCc1c[nH]c2ccccc12,-18%,-2%,?,-7%,0%,?,-4,2%,-13%
COc1ccc2[nH]c(=O)c(CN(Cc3ccco3)C(c3nnnn3Cc3ccccc3)C(C)C)cc2c1 (stereo not drawn),-22%,?,?,-16%,?,27%,-10,-28%,?
CCCC(=O)N(CC(=O)Nc1sc(C)c(C)c1C(N)=O)Cc1ccccc1,0%,-2%,-22%,2%,10%,25%,0,1%,-25%
CSc1nnc2c(n1)c(C)nn2-c1ccc(C)cc1,-1%,16%,10%,-1%,0%,0%,42,-1%,38%
COc1ccc(S(=O)(=O)N2CCC(C(=O)NCC3CCCO3)CC2)cc1C (stereo not drawn),10%,-1%,13%,-5%,-1%,0%,-13,13%,3%
Cc1cc(N2CCC(C)CC2)nc(-n2nc(C)cc2C)n1,-1%,0%,?,-2%,-2%,5%,1,-5%[9.24 µM],-21%
Cc1ccc2nc(-c3ccccc3)nn2c1,-23%,3%,-25%,3%,2%,-12%,25,-30%,3.2µM*
CCOC(=O)N1CCC(=NNS(=O)(=O)c2cccc([N+](=O)[O-])c2)CC1,3%,2%,8%,8%,-18%,-3%,11,-4%,-1%
COC(=O)c1ccccc1NC(NC(=O)c1ccco1)C(=O)c1ccccc1 (stereo not drawn),10%,1%,7%,-10%,3%,-4%,-16,4%,-5%
CCOC(=O)N1CCC(NC(=O)c2cnn3ccccc23)CC1,18%,7%,0%,-3%,-4%,-1%,6,10%,6%
O=C(O)c1ccc(N=NN2CCCCC2)cc1,1%,-9%,-35%,-2%,-1%,-1%,7,2%,-21%
